Assay outcomes deposited in PubChem by National Center for Advancing Translational Sciences (NCATS).
HEK293 tox: cytotoxicity counter-screen for GLP-1 receptor inverse agonists; Potency, µM (top dose mostly 38.3 µM), for the others: at the highest dose activity change, negative = inhibition, hits mostly inhibitors; AID 624418; HEK293 cAMP-luciferase reporter cells, luminescence, 24 h; actives 0.13% (n = 410,000);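 also: loss of luciferase light is scored as toxicity; potency is read from the fitted curve at half-maximal effect; % is scaled to controls: 0 for no effect and ±100 for the full control effect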
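A 23 nL compound transfer followed 12 hours of cell culture at 37 deg C; exposure then lasted 24 hr. Luciferase assay detection reagent was dispensed and plates read for luminescence after a 12 min room-temperature wait.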
TDP43 rescue: inhibitors of TDP-43 toxicity in yeast. TDP-43 expressing yeast growth rescue, BacTiter-Glo, 24 h. Potency, µM (series often up to 46.1 µM), for inactives: at the top dose growth rescue (activation), most hits filed as activators. actives 1.8% (n = 410,000). AID 652104; also: potency is read from the fitted curve at half-maximal effect; % of control where 0% means no effect; nearly all actives have a fitted effect of over 50% in size
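Yeast expressing TDP-43 (pregrown in raffinose, seeded at OD600=0.02 in galactose medium) exposed to compounds 24 hr at 30 deg C. Growth read by BacTiter-Glo luminescence; rescue of toxicity appears as increased signal.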
FUS suppressor: suppressors of FUS proteinopathy in yeast | Potency, µM (highest dose often 76.6 µM), without a hit: at the highest dose growth rescue (activation), usual class: activators | actives 0.24% (n = 390,000) | S. cerevisiae FUS-expressing, growth rescue, OD600, 24 h;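 also: potency is read from the fitted curve at half-maximal effect; plate controls were DMSO vehicle for no effect and reference control for full effect; nearly all actives have a fitted effect of over 55% in size; some results filed as inactive show a strong effect at the top dose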
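Restored growth of FUS-toxic S. cerevisiae, read as 600 nm absorbance after 24 h at 30C in galactose medium (starting OD 0.005). Controls CP55940 and DMSO.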
aSyn rescue: rescues yeast growth from alpha-synuclein toxicity; Yeast expressing alpha-synuclein, growth rescue, BacTiter-Glo, 24 h; Potency, µM (highest dose often 46.1 µM), for the others: at the top dose growth rescue (activation), hits mostly activators; actives 0.14% (n = 370,000); AID 652106; also: potency is read from the fitted curve at half-maximal effect; % of control where 0% means no effect; nearly all actives have a fitted effect of over 65% in size
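Screening used galactose-induced yeast with toxic alpha-synuclein levels, exposed to compound for 24 hr at 30 deg C. Cell growth, read with BacTiter-Glo luminescence, gave the measured signal.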
Abeta yeast res: A-beta toxicity reversal in yeast | Potency, µM (doses to about 46.1 µM), for the others: top-dose growth rescue, hits mostly activators | actives 0.063% (n = 410,000) | yeast expressing A-beta42, growth rescue, OD600, 48 h; response scale: 0% DMSO, 100% iron-clioquinol control; also: potency is read from the fitted curve at half-maximal effect; nearly all actives have a fitted effect of over 55% in size
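Growth rescue measured by 600 nm absorbance after 48 h yeast culture at 30 C with compound. Values normalized between DMSO and an equimolar ferric chloride plus clioquinol control.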
Mm-Cpn inhibitor: M. maripaludis TRiC chaperonin inhibition | purified Mm-Cpn ATPase, ADP Transcreener TR-FRET | Potency, µM (series often up to 76.9 µM), for the others: at the top dose activity, negative = inhibition, hits mostly inhibitors | actives 0.031% (n = 330,000) | AID 504842; also: potency is read from the fitted curve at half-maximal effect; % is scaled to controls: 0 for no effect and ±100 for the full control effect; nearly all actives have a fitted effect of over 80% in size
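25 nM Mm-CPN + cpd, 10 min 37°C; + 10 uM ATP, 30 min 37°C; buffer 30 mM Tris pH 7.4, 100 mM KCl, 5 mM MgCl2, 1 mM DTT; Transcreener ADP HTRF detection 30 min RT.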
GLP1R inv ag: GLP-1 receptor (human) inverse agonism; P43220; HEK293 GLP-1R CRE-luciferase, luminescence, 24 h; GLP-1R form is constitutively active; Potency, µM (series often up to 38.3 µM), for inactives: at the top dose activity change, negative = inhibition, usual class: inhibitors; actives 1.6% (n = 410,000); AID 624417; also: potency is read from the fitted curve at half-maximal effect; % is scaled to controls: 0 for no effect and ±100 for the full control effect; nearly all actives have a fitted effect of over 55% in size
Target sequence (P43220 whole entry, looked up): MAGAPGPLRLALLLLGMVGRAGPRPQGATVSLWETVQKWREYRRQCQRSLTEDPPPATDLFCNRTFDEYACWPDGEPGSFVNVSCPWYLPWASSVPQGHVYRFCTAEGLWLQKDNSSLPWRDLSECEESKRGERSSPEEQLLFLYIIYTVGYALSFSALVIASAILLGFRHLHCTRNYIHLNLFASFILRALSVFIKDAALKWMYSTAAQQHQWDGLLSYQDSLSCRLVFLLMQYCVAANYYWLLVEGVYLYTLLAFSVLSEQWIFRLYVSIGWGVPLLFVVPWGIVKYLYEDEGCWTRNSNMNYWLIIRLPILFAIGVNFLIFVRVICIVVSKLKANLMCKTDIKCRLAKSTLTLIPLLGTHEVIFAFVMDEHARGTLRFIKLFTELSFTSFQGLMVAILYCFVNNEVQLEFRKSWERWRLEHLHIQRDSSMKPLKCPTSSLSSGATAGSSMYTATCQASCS
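HEK293 cells stably co-expressing constitutively active GLP-1R and a cAMP-responsive luciferase reporter were seeded in DMEM with 10% Nu serum, given compounds after 12 h, and incubated 24 h at 37 deg C. Luminescence was then read.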
PTHR1 ag: PTHR1 (human) receptor agonism. AID 743266. Potency, µM (top dose mostly 115 µM), for inactives: at the highest dose activation, hits mostly activators. Q03431. HEK293 GP2 PTHR1 cells, GloSensor cAMP luminescence, 1 h. actives 0.075% (n = 410,000); also: potency is read from the fitted curve at half-maximal effect; nearly all actives have a fitted effect of over 55% in size; some results filed as inactive show a strong effect at the top dose; inactives centre near -15; many of its hits are not listed in these tables
Target sequence (Q03431 whole entry, looked up): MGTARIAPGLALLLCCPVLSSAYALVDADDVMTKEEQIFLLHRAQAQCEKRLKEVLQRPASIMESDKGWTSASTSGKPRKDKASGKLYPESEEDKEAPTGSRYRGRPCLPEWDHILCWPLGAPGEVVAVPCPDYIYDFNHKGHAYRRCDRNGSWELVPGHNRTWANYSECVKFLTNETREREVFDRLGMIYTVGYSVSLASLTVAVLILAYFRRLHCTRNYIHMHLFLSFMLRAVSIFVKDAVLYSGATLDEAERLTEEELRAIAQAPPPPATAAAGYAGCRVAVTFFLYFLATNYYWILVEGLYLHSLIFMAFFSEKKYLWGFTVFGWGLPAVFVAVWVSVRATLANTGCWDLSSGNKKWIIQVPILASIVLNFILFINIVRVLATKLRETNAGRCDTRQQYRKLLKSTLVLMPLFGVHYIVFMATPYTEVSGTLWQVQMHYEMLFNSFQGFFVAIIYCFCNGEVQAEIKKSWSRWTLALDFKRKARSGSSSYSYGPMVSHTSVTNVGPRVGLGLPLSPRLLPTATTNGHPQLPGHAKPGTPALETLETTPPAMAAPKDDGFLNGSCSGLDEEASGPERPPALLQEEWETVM
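HEK-293-derived GP2 cells expressing PTHR1 and a GloSensor cAMP reporter, 3,000/well, plated overnight, given luciferin plus IBMX (each 0.5 mM as added) for 1 h at 37 °C, then compound for 1 h at 37 °C. Luminescence was read after 15 min at room temperature.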
Akt phos inh: Akt phosphorylation inhibition. AID 651550. activity change, % for hits at 50 µM. actives 0.32% (n = 360,000). Neuro2A IGF-stimulated pAkt S473 HTRF, 20 min; active compounds read low; in the data active = activity change below about -80%; inconclusive = mostly about -51% to -80%; also: % is scaled to controls: 0 for no effect and ±100 for the full control effect
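Neuro2A cells in DMEM with 0.5% FBS, overnight at 37 deg C, given compound at single 50 µM final, then IGF (6 nM final) for 20 min at 37 deg C. Lysed; phospho-Akt Ser473 by HTRF after 24 h, 665/615 ratio.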
* = called active by the depositor; i = inactive; ? = inconclusive; nt = no result given; [ ] = another dose, or the depositor's remark. Unless noted, calls follow the shape of the dose curve; as a rule, active = well fitted curve in the direction sought with a large enough effect; inconclusive = small, poorly fitted or top-dose-only effect, or another doubt; inactive = no such curve, though single readings can be large; an effect the other way counts as inactive or inconclusive.

entry	mol	HEK293 tox	TDP43 rescue	FUS suppressor	aSyn rescue	Abeta yeast res
1	O=S(=O)(NCCCO)c1ccc2c(c1)Cc1cc(S(=O)(=O)NCCCO)ccc1-2	1.0%	-19.5%	-20.2%	-14.2%	-0.7%
2	Cc1ccc2nc(-c3cccs3)oc(=O)c2c1	-1.4%	-11.4%	6.0%	-5.2%	-11.4%
3	CCOC(=O)C(NC(=O)c1ccccc1)(N1CCCC1=O)C(F)(F)F (stereo unspecified)	-12.9%	-7.8%	11.7%	0.8%	-7.0%
4	Oc1ccc(C=Nc2ccccc2-c2nc3ccccc3[nH]2)cc1	-15.7%	8.9%	nt	-18.9%	-7.9%
5	O=C1NCCN1CCNS(=O)(=O)c1ccc(F)cc1	-4.3%	-14.8%	nt	-1.0%	-1.0%
6	CC1CCN(C(=O)CSc2nc(N)c3c4c(sc3n2)CN(C)CC4)CC1	-0.1%	8.8%	31.0%	-10.2%	-10.8%
7	CCOC(=O)[C@H]1[C@H]2COc3cc(OC)ccc3[C@@H]2N2C(=O)N(c3ccc(Br)cc3)C(=O)[C@@]12C	2.8%	5.0%	44.1%	-2.7%	2.1%
8	O=C(NCc1ccccc1)C1=C[C@H](c2ccc3c(c2)OCO3)C[C@H](OCc2ccc(CO)cc2)O1	-13.2%	1.0%	28.0%	-0.1%	8.1%
9	O=C(NCc1ccco1)c1ccc([N+](=O)[O-])cc1Cl	5.9%	10.0%	-22.6%	14.9%	0.9%
10	CC(NC(=O)CCSc1nc(-c2ccco2)cc(C(F)(F)F)n1)c1ccccc1 (stereo unspecified)	-13.0%	?	36.0%	5.7%	-1.9%

entry	Mm-Cpn inhibitor	GLP1R inv ag	PTHR1 ag	Akt phos inh
1	2.4%	1.2%	i	i
2	0.9%	13.8%	-4.8%	i
3	-7.3%	-21.9%	-10.6%[57.5 µM]	i
4	-3.1%	-25.2%	i	i
5	1.0%	3.4%	-11.1%	i
6	-1.1%	41.2%[activator]	i	i
7	-6.4%	?	-3.9%	i
8	nt	?	-22.6%	i
9	-0.5%	10.6%	i	i
10	-3.3%	?	i	i

(continued)
entry	mol	HEK293 tox	TDP43 rescue	FUS suppressor	aSyn rescue	Abeta yeast res
11	Cc1cc(N/N=C/c2ccccc2O)nc(N2CCOCC2)n1	7.1%	0.0%	?	-4.3%	-19.6%
12	Cc1ccc(S(=O)(=O)NC(Cc2ccccc2)C(=O)O)cc1 (stereo unspecified)	20.3%	-17.8%	1.8%	2.2%	-21.5%
13	CCCCOc1ccc(CNC(=O)c2cnc3sc(N4CCCC4)nn3c2=O)cc1	2.2%	7.9%	7.8%	nt	-10.0%
14	COC(=O)CCC(C)N1CCC(Oc2ccc(C(=O)NCc3ccccn3)cc2)CC1 (stereo unspecified)	0.0%	11.4%	-9.3%	-1.0%	-6.8%
15	CC(=O)c1cccc(NC(=O)CCc2nnc3ccc(NCc4ccco4)nn23)c1	8.2%	10.9%	-4.8%	-4.5%	-12.0%
16	O=C1C(=Cc2cn(-c3ccccc3)nc2-c2ccc(OCc3ccccc3F)cc2)SC(=S)N1CCS(=O)(=O)O	?	-0.6%	?	-4.4%	-29.6%
17	O=C(CCl)N=c1sccn1Cc1cccc2ccccc12	-2.1%	?	-5.2%	-0.6%	8.2%
18	O=C(Nc1ccc(Cl)cc1Cl)c1cc(S(=O)(=O)NCc2ccc3c(c2)OCO3)ccc1F	0.1%	-7.5%	16.3%	nt	-7.4%
19	Cc1ccc(OCC(=O)Nc2cccc(-c3nnc(-c4ccccc4)o3)c2)cc1	-2.3%	18.0%	nt	-14.0%	10.5%
20	O=C(Nc1ccc(Br)cc1)c1ccc(N2C(=O)C3CC=CCC3C2=O)cc1 (stereo unspecified)	-16.0%	13.0%	nt	0.1%	0.0%

entry	Mm-Cpn inhibitor	GLP1R inv ag	PTHR1 ag	Akt phos inh
11	-0.7%	?	-10.2%	i
12	-3.4%	7.7%	i	i
13	nt	10.3%	?	nt
14	0.5%	-2.9%	i	i
15	0.2%	24.0%	i	nt
16	nt	-11.3%	-22.5%	i
17	-6.0%	?	-26.6%	i
18	nt	5.0%	i	nt
19	-0.3%	8.5%	-5.4%	i
20	-4.8%	-14.2%	-29.5%	i

The list goes on.
entry	mol	HEK293 tox	TDP43 rescue	FUS suppressor	aSyn rescue	Abeta yeast res
21	Cc1ccc(CNS(=O)(=O)c2ccc3c(c2)C(C)(C)C(=O)N3C)cc1	5.3%	22.7%	-3.7%	0.8%	1.3%
22	COc1ccc(OC)c(C2C(C(=O)O)c3ccccc3C(=O)N2C)c1 (stereo unspecified)	0.7%	-3.0%	-2.2%	-5.9%	3.3%
23	COc1ccc(CC(N)c2csc(NC(=O)CCc3ccccc3)n2)cc1 (stereo unspecified)	-12.8%	0.0%	33.7%	-0.6%	-15.0%
24	O=C(/C=C/c1ccc([N+](=O)[O-])s1)N1CCCC1	16.2%	?	-22.3%	-0.6%	-76.5%[inhibitor]
25	CS/C(=N\S(=O)(=O)c1ccc(Cl)cc1)c1ccccc1	-1.1%	1.2%	2.2%	-20.4%	-8.7%
26	COc1ccc(NC(=O)CSc2ccc(NC(C)=O)cc2)cc1S(=O)(=O)N1CCOCC1	-1.2%	-24.4%	10.0%	-3.6%	-12.2%
27	CCCN1C(=O)CSC1=Nc1ccccc1	-5.0%	1.4%	-14.7%	8.0%	8.9%
28	COc1cc(C(=O)NNC(=S)NC(=O)c2ccc3c(c2)OCO3)cc(OC)c1OC	?	-12.6%	16.9%	0.2%	6.9%
29	Cc1cc(C)c(C#N)c(SCC(=O)c2cc(C)n(CCc3ccccc3)c2C)n1	31.5%[activator]	1.3%	24.6%	0.6%	4.1%
30	Cc1ccc(CNC(=O)c2nnn(Cc3ccc(F)cc3)c2N)cc1	12.2%	23.5%	7.2%	nt	1.1%

entry	Mm-Cpn inhibitor	GLP1R inv ag	PTHR1 ag	Akt phos inh
21	-0.3%	15.1%	-21.9%	i
22	1.0%	39.0%[activator]	i	i
23	nt	?	-77.7%[inhibitor]	i
24	-1.6%	11.6%	-30.8%[inhibitor]	i
25	2.7%	7.2%	-11.1%[57.5 µM]	i
26	-0.3%	5.0%	-16.2%	i
27	2.2%	10.6%	-7.7%	i
28	1.3%	?	i	i
29	1.9%	?	i	i
30	nt	-11.1%	i	nt

More entries follow.
entry	mol	HEK293 tox	TDP43 rescue	FUS suppressor	aSyn rescue	Abeta yeast res
31	CCN(C(=S)Nc1cccc(C)c1)c1ccccc1	-8.1%	28.5%	-14.3%	5.0%	15.5%
32	COc1cc([C@H]2c3[nH]c4ccccc4c3C[C@H]3C(=O)N4[C@@H](c5cc(OC)c(OC)c(OC)c5)c5[nH]c6ccccc6c5C[C@H]4C(=O)N23)cc(OC)c1OC	-82.8%	-8.1%	-2.4%	-4.4%	-15.2%
33	Cn1c(C(=O)O)ccc1S(=O)(=O)N(Cc1ccccc1)Cc1ccccc1	-10.2%	12.2%	-17.5%	5.4%	-17.2%
34	COc1ccc(N2CCN(C(=O)COC(=O)c3oc4ccccc4c3C)CC2)cc1	2.3%	22.2%	37.7%	8.7%	-6.2%
35	O=C(Nc1ccccc1C(=O)N1CCOCC1)c1cc2ccccc2o1	0.8%	-1.1%	-13.5%	-2.6%	-7.1%
36	O=c1nc(-c2ccccc2)c2cc(SC(F)F)ccc2[nH]1	-1.5%	16.5%	-8.6%	4.6%	15.2%
37	CC(C)CCN1CCN(Cc2ccsc2)CC1CCO (stereo unspecified)	5.1%	23.7%	-49.1%	0.2%	-10.5%
38	CCN(CC)S(=O)(=O)c1ccc(NC(=O)C2COc3ccccc3O2)cc1 (stereo unspecified)	-1.3%	4.9%	17.1%	13.8%	9.7%
39	Cc1ccc(C)c(C(=O)CN2C3=NCCCN3c3ccccc32)c1	?	-18.4%	-0.2%	6.3%	11.3%
40	CCCn1ncc2c(Nc3ccc(C)c(C)c3)ncnc21	2.5%	11.2µM*	-4.5%	-11.6%	10.0%

entry	Mm-Cpn inhibitor	GLP1R inv ag	PTHR1 ag	Akt phos inh
31	1.1%	0.7%	i	i
32	-0.8%	10µM*	-15.5%	i
33	0.5%	-20.8%	i	i
34	-6.7%	?	-25.6%	i
35	0.3%	1.3%	15.7%	i
36	-5.8%	71.8%[activator]	-19.1%	i
37	0.9%	17.3%	-23.4%	i
38	1.1%	?	-20.9%[57.5 µM]	-120.6%*
39	-0.8%	0.0%	-8.1%[57.5 µM]	i
40	-3.1%	6.4%	-21.0%	i

This is a subset, so the mix of outcomes need not match the whole.
